Compound activity from PubChem BioAssay.
Rab2A wt mod: changes GTP binding to wildtype dog Rab2A, up or down | P61105 | GST-Rab2 wt beads, Bodipy-GTP binding, flow cytometry | GTP binding activity, % at 10 µM | 190,000 compounds, 0.19% hits;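 active means GTP binding activity at least 20 points away from 100%, either lowered or raised; inconclusive means signal likely due to the compound's own green fluorescence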;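 further: 0% = beads with excess unlabeled GTP and 100% = no-compound control corrected for plate trend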
Mcl1-Noxa inh: Mcl-1/Noxa interaction inhibition; Q07820; TR-FRET Mcl-1/Noxa peptide binding, 2 h; inhibition, % at 21.7 µM; 220,000 compounds, 1.5% hits; AID 1022;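 active means compounds that cut the protein-peptide binding signal by more than 50% relative to plate controls in a single-dose test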;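 further: His-tagged Mcl-1 with rhodamine Noxa BH3 peptide and terbium anti-His antibody; 0% = Mcl-1 plus Noxa peptide wells and 100% = peptide-only wells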
Target sequence (Q07820 whole entry, looked up): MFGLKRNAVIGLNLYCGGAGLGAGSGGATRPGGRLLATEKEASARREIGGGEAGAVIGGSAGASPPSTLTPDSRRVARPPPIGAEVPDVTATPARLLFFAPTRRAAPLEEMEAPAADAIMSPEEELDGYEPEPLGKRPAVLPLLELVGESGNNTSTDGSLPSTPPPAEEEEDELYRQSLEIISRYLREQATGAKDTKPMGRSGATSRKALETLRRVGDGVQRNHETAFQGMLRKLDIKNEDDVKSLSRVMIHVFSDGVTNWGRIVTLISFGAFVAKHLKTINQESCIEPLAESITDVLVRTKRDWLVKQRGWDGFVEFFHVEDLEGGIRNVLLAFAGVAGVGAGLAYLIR
Cdc42 wt: human Cdc42 wildtype GTP binding change, either direction | percent activity (GTP binding), % at 10 µM | GST-Cdc42 beads, Bodipy-GTP binding, flow cytometry; actives lie on both sides | 190,000 compounds, 0.2% hits;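 active means percent activity GTP binding at least 20 points away from the 100% baseline, either down as inhibitor or up as activator; inconclusive means compound flagged as likely green fluorescent from well-wide comparison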;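 further: median bead fluorescence of bound Bodipy-FL-GTP at 100 nM; 0% = excess unlabeled GTP control and 100% = no compound control; below 100% means less GTP binding so inhibitor and above means activator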
Target sequence (P60953 whole entry, looked up): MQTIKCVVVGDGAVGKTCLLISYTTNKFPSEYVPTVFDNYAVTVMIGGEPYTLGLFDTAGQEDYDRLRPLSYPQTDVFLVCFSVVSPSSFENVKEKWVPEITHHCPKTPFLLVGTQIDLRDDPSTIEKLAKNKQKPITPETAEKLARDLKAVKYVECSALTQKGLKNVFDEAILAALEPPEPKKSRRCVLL
Rac1 wt GTP bind: modulators of human Rac1 wildtype GTP binding; P63000; GST-Rac1 beads, fluorescent GTP binding, flow cytometry; actives lie on both sides; 0 = cold GTP competed, 100 = untreated; GTP binding activity (% of control), % at 10 µM; 190,000 compounds, 0.27% hits; AID 757;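 active means GTP binding activity at least 20 points away from the 100% control level, either lower or higher; inconclusive means compound flagged as likely green fluorescent, judged across all proteins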
Rac1 mut GTP: modulators of GTP binding to human Rac1 activated mutant; GST-Rac1 activated beads, fluorescent GTP binding, flow cytometry; actives lie on both sides; 100% means binding = to untreated wells; 190,000 compounds, 0.11% hits; percent activity (GTP binding), % at 10 µM;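 active means GTP binding at least 20 percentage points away from the 100% baseline, in either direction, so actives lie on both sides; inconclusive means Compound likely fluorescent itself, or too few beads counted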
Pf gamet viab: P. falciparum stage V gametocyte viability inhibition; P. falciparum stage V gametocytes, ATP luminescence, 24 h; 150,000 compounds, 0.065% hits; inhibition, % at 10.9 µM;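 active means inhibition above the mean plus 3 SD of compounds within the control limits, set per campaign, cut at about 38% in these data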;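 further: 0% = DMSO wells and 100% = medium only without gametocytes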
Avidin bead fluor: compound fluoresces at 488/530 nm on avidin beads; compound fluorescence 488/530 nm, flow cytometry; stronger effect = higher value; fluorescence (KMESF) at 10 µM; 220,000 compounds, 0.38% hits; AID 1775; in the data active means fluorescence above about 47; further: inactives centre near 10
Mcl-1 Bim block: inhibitors of Bim-Mcl-1 interaction, human | Q07820 | Bead-based flow cytometry, Bim peptide-Mcl-1 binding | inhibition, % at 10 µM | 190,000 compounds, 0.1% hits | AID 1009; in the data active means inhibition above about 40%;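 further: 0% = no compound tracer wells and 100% = peptide blocker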
HRas wt GTP bind: changes GTP binding to wildtype human HRas; P01112; GST-Ras wt beads, Bodipy-FL-GTP binding, flow cytometry; actives lie on both sides; GTP binding activity, % at 10 µM; 190,000 compounds, 0.14% hits; AID 759;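 active means GTP binding activity at least 20% away from the 100% baseline, either lowered as inhibitor or raised as activator; inconclusive means flagged as likely green fluorescent, judged across all proteins in the well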;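 further: 0% = unlabeled GTP competition control and 100% = no-compound control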
Target sequence (P01112 whole entry, looked up): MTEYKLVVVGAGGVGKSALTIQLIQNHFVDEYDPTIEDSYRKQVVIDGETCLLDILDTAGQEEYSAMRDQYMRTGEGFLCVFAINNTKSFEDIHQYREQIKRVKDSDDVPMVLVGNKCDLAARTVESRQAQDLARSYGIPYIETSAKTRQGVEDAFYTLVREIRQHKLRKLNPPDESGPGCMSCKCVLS
Mcl1 Bid PPI: disrupts binding of human Mcl-1 to Bid peptide; Q07820; 220,000 compounds, 0.97% hits; inhibition, % at 21.7 µM; AID 1021; TR-FRET Mcl-1/Bid-Dy647 peptide binding, 1536-well;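 active means compounds that cut the binding signal by more than half at the single screening dose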;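 further: His-tagged Mcl-1 with europium anti-His antibody binding Bid BH3 peptide; 0% = Mcl-1 plus peptide wells and 100% = peptide-only wells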
Rab7 wt modul: alters GTP binding to wildtype dog Rab7 | GST-Rab7 beads, fluorescent GTP binding, flow cytometry; actives lie on both sides; untreated = 100%, excess cold GTP = 0% | GTP binding activity (percent of control), % at 10 µM | 190,000 compounds, 0.055% hits | AID 758;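 active means fluorescent GTP binding to Rab7 beads changed by at least 20 points from the 100% baseline, either direction, mostly lower; inconclusive means compound itself probably fluorescent, or too few beads counted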;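 further: median green fluorescence of bound Bodipy-FL-GTP per Rab7 bead population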
* marks the source's active call; other numbers are inactive results; ? = inconclusive; nt = not tested or not shown; [ ] = another dose, or the depositor's remark.

Molecule,Rab2A wt mod,Mcl1-Noxa inh,Cdc42 wt,Rac1 wt GTP bind,Rac1 mut GTP,Pf gamet viab,Avidin bead fluor,Mcl-1 Bim block,HRas wt GTP bind,Mcl1 Bid PPI,Rab7 wt modul
O=C(O)C1CCCN1S(=O)(=O)c1ccc2[nH]c(=O)c(=O)[nH]c2c1 (centres undefined),99,0,101,101,97,4,22,-2,98,10,99
COc1cc(CN2CCSCC2)cc(OC)c1OC,101,22,103,104,100,26,4,-6,100,21,100
Cc1ccc(NS(=O)(=O)c2ccc3c(c2)c(=O)n(C)c(=O)n3C)cc1F,100,2,102,101,100,nt,5,2,102,11,100
COC(=O)c1ccc(NC(=O)CNC(=O)C2CCCCC2)c(C)c1,99,8,100,103,99,nt,6,0,99,10,102
CC1CCCC(C)N1C(=O)c1cc(F)c(F)cc1Cl (centres undefined),95,4,97,96,92,nt,10,-1,96,-22,93
Cc1ccc(S(=O)(=O)NCC(=O)NCC(=O)OCC(=O)NC(=O)NC(C)(C)C)cc1C,98,10,98,99,97,-34,10,1,100,-3,97
O=C(CCC(=O)c1cccs1)NCc1ccc(Cl)cc1,98,1,101,102,99,-4,nt,-4,101,-7,99
COc1ccc(NC(=O)c2ccc(F)cc2)cc1S(=O)(=O)Nc1cc(C)ccc1Br,94,14,96,99,96,-5,2,-2,96,-12,99
CC1=CC2=NC(=O)CC(C)(C(=O)N(CC(=O)NC3CCCC3)c3cc(C)cc(C)c3)N2C=C1 (centres undefined),97,-1,96,102,96,-6,9,0,95,-19,102
COc1cc(/C=N\N=C2/SC(CC(=O)O)C(=O)N2c2ccc(O)cc2)ccc1O (centres undefined),100,24,99,102,98,nt,13,-1,100,-15,97
COCCn1cc(C(=O)NCc2ccco2)c2c3ccccc3n(C)c2c1=O,97,10,97,99,96,20,6,0,99,-20,109
Cc1nn(-c2ccccc2)c(C)c1/C=N/n1c(-c2ccncc2)n[nH]c1=S,97,13,96,94,92,23,10,2,96,-37,100
Cc1ccc2c(c1)C(c1ccncc1)=NNC(c1ccc(C(C)C)cc1)=N2,97,28,94,98,97,nt,6,-5,97,-25,98
COC(=O)c1ccc(CSc2nc3ccc(S(=O)(=O)N4CCOCC4)cc3[nH]2)cc1,92,-9,99,96,91,8,23,-7,95,-9,97
CCOC(=O)C1CCN(C(=O)c2ccco2)CC1,?,-11,?,?,?,-1,5,1,?,3,?
CCN(CC)S(=O)(=O)c1ccc(C(=O)OCC(=O)NCCN2C(=O)CSC2=O)cc1,96,16,98,101,96,nt,12,0,96,-25,96
Cn1c(Cn2c(=O)sc3ccccc32)nnc1SCC(=O)N1CCCC1,102,-14,100,104,99,nt,24,-3,103,-8,103
O=C(NC1CCCCC1)C(=S)NCc1ccccc1,101,8,103,101,98,0,8,0,101,-40,105
NS(=O)(=O)c1ccc(NC(=S)NC(=O)c2cccc(Br)c2)cc1,96,24,99,98,98,-15,11,-1,97,-46,100
CC(C)C(=O)Nc1ccc2c(c1)C(=O)N(CCC(=O)O)C2=O,104,6,104,102,102,nt,15,0,102,-19,97
COC(=O)c1ccc(Oc2ccc(C(C)(C)C)cc2)c([N+](=O)[O-])c1,102,14,101,106,99,nt,10,1,100,-6,101
CS(=O)(=O)N1N=C(c2ccco2)CC1c1ccc(Cl)cc1 (centres undefined),101,-61,105,106,99,4,12,-5,102,-4,101
Cn1c(C(=O)NCCCN2CCc3ccccc3C2)cc2c(=O)n(C)c3ccccc3c21,99,16,101,104,100,nt,8,0,99,-20,96
O=C(NCc1ccccn1)c1ccc(CNS(=O)(=O)c2cccc(Cl)c2)cc1,99,-3,98,100,101,-13,11,11,98,-15,97
CC(C)(C)NS(=O)(=O)c1ccc(OCC(=O)Nc2ccc3c(c2)OCCO3)cc1,100,6,102,102,101,nt,13,-2,101,-14,96

Going on with the list:
Molecule,Rab2A wt mod,Mcl1-Noxa inh,Cdc42 wt,Rac1 wt GTP bind,Rac1 mut GTP,Pf gamet viab,Avidin bead fluor,Mcl-1 Bim block,HRas wt GTP bind,Mcl1 Bid PPI,Rab7 wt modul
CN(C)S(=O)(=O)c1cccc2nsnc12,103,14,103,99,99,nt,15,0,103,-9,101
NC(=O)NOCc1ncc(C(F)(F)F)cc1Cl,113,1,117,120*[activator],104,nt,12,-4,111,-14,105
COc1ccccc1CNc1ccc(CNc2ncn[nH]2)cc1,104,29,102,106,93,10,12,1,102,-19,110
CC1CCCC(C)N1CC(O)COc1ccc(Cl)cc1 (centres undefined),100,7,104,107,101,-18,10,-2,101,-20,99
COc1cccc2sc(N(CCCN(C)C)C(=O)C(c3ccccc3)c3ccccc3)nc12,98,32,94,102,96,-9,10,1,96,11,102
CS(=O)(=O)N(CC(=O)N1CCN(c2ccc(F)cc2)CC1)C1CCCCC1,103,12,103,102,101,nt,11,-1,103,-39,101
CC(=O)N1CCC(C(=O)Nc2nc(-c3ccccc3)ns2)CC1,103,12,98,101,98,-1,nt,0,100,5,97
COC(=O)N1[C@H](Cc2ccccc2)C=C[C@]1(C)C(=O)O,97,17,101,105,97,-7,6,-2,99,-3,98
O=S(=O)(c1ccc(OCC(O)CNCc2ccco2)c(Cl)c1)N1CCOCC1 (centres undefined),97,-7,98,95,96,-7,14,0,96,-13,93
CCOC(=O)c1nn(-c2ccc3c(c2)OCCO3)cc1O,98,8,93,94,92,-4,12,0,97,-36,99
COC(=O)CSC(=S)N1CCCC(C)C1 (centres undefined),97,7,91,88,91,10,5,-2,95,-32,102
CC(C)(C)c1ccc(OCCNC(=O)Cc2ccc(F)cc2)cc1,100,-1,102,101,101,-5,2,0,102,-15,99
Cc1ccc(C(=O)NCCSc2ccc(Cl)cc2)cc1[N+](=O)[O-],100,4,100,105,99,-6,23,-1,103,-16,98
CCCCN(CCCC)CP(=O)(c1ccccc1)c1ccccc1,99,8,99,101,98,nt,3,-4,98,0,98
COCCn1c(C)cc(C(=O)CSc2ccc3ccccc3n2)c1C,100,2,105,100,101,nt,8,0,102,-32,98
COc1ccc(-c2cn3cccnc3n2)cc1NC(=O)c1ccc(Br)o1,96,38,98,95,92,-15,32,1,97,-20,98
CCn1c(N)c(C(=O)NCC2CCCO2)sc1=S (centres undefined),102,5,99,105,96,nt,8,-14,103,-21,110
Cc1ccc(-c2c[n+](CC(=O)Nc3cc(=O)n(C)c(=O)n3C)c3n2CCC3)cc1,102,8,102,110,101,-3,8,-8,104,-11,99
CCC/C=N/NC(=O)C1COc2ccccc2O1 (centres undefined),97,1,99,97,97,-1,6,3,97,13,93
CCOc1ccc(-c2nnc(SCC(=O)Nc3ccc4c(c3)c3ccccc3n4CC)n2N)cc1,97,18,96,98,95,-2,7,7,95,50,97
O=C(NNC(=O)c1sccc1-n1cccc1)c1cccs1,96,13,94,97,96,3,10,0,96,-11,93
CC1=NC(C(F)(F)F)(C(F)(F)F)C2=C(CC(C)(C)CC2=O)N1Cc1ccco1,98,14,101,102,98,nt,9,-3,100,-18,98
COc1cccc(C2C(C(=O)c3cccs3)=C(O)C(=O)N2c2cc(C)on2)c1 (centres undefined),96,28,100,108,96,nt,8,-1,100,23,100
O=C1C=C(Nc2ccc(Cl)cc2)CC(c2ccc(Cl)cc2)C1 (centres undefined),94,2,101,101,99,nt,24,-1,98,-22,96
Cc1nnc(SCc2nc3ccccc3s2)n1-c1ccccc1,?,5,?,?,?,nt,34,0,?,-9,?

(list continues)
Molecule,Rab2A wt mod,Mcl1-Noxa inh,Cdc42 wt,Rac1 wt GTP bind,Rac1 mut GTP,Pf gamet viab,Avidin bead fluor,Mcl-1 Bim block,HRas wt GTP bind,Mcl1 Bid PPI,Rab7 wt modul
CCn1c(/N=C/c2ccccc2NS(=O)(=O)c2ccc(C)cc2)nc2ccccc21,102,7,99,101,100,nt,7,-18,98,-46,100
CCOc1ccc(CN(C)CC(=O)NCc2ccccc2Cl)cc1,93,20,94,97,94,nt,26,1,94,-6,96
CC(=O)c1cccc(CN2CCC(CO)(Cc3ccccc3)CC2)c1,94,-8,88,86,90,8,3,-1,94,-2,103
COc1ccc(-c2nnc(SCC(=O)N3CCCCC3)o2)cc1OC,100,0,101,103,99,nt,27,-5,101,-6,99
Cc1ccccc1NC(=O)C1CCCN(S(=O)(=O)c2c(C)noc2C)C1 (centres undefined),100,8,101,105,98,nt,13,-4,102,-8,101
NC(=O)COC(=O)c1ccccc1OCc1ccc(Cl)cc1,101,-7,98,100,98,2,11,-2,98,-5,105
COC(=O)CSc1nnc(CNS(=O)(=O)c2ccc(C)cc2)n1C,98,11,101,103,99,nt,25,0,100,-4,98
COc1ccc(C2CC(=O)OC3=C2C(=O)CC(C)(C)C3)c(OC)c1 (centres undefined),94,0,94,97,93,12,21,0,96,-42,96
c1ccc(-n2cnc3cc(NCc4ccccn4)ccc32)cc1,98,41,101,103,98,-15,9,0,98,43,102
Cc1nn(-c2ccccc2)c(N2CCCCC2)c1/C=N/NC(=O)c1ccncc1,94,10,99,99,96,11,12,0,96,-38,96
Cn1c(CCN2CCCCC2)nc2cc(NS(=O)(=O)c3ccc(Cl)cc3)ccc21,100,-3,99,99,96,-90,11,-3,100,-17,102
C/C(=N\S(=O)(=O)c1ccc(C)cc1)NC(=S)Nc1ccc(C)cc1,93,23,89,97,94,nt,9,0,94,-4,88
CC(C)Sc1ncc(S(=O)(=O)c2ccccc2)c(=O)[nH]1,96,22,98,99,94,-23,9,-2,96,1,102
O=C1C2C3C=CC(C3)C2C(=O)N1CNc1ccc(O)cc1 (centres undefined),?,25,?,?,?,nt,23,1,?,-21,?
COc1ccc(C2C(C(=O)NCc3ccccn3)CCC(=O)N2c2cc(OC)c(OC)c(OC)c2)cc1 (centres undefined),97,-4,97,95,94,3,8,-4,95,-15,105
Cc1ccc(OCC(=O)NC2CCS(=O)(=O)C2)cc1 (centres undefined),103,5,100,102,101,nt,7,-5,100,-7,99
O=C(Oc1ccc2c(c1)OCO2)c1cccs1,97,-11,99,95,97,-4,15,-2,98,-26,95
CCC(Cc1ccccc1)NC(=O)CCn1cccc1 (centres undefined),104,-15,106,103,100,nt,8,1,102,-40,100
CC(C)(C)NC(=O)NC(=O)CN1CCN(c2ccccc2O)CC1,98,14,93,98,93,-6,27,-1,100,-41,104
O=C(CSc1nc2ccccc2c(=O)n1C1CC1)NCc1ccccc1,100,5,99,105,99,1,11,-1,100,-7,102
CC(=O)n1c(Cl)c(NC(=O)CCl)c2ccccc21,104,6,106,108,104,-2,12,2,104,5,106
